# E coli WT inh: blocks growth of wild type E. coli BW25113. E. coli BW25113 growth inhibition, OD600. 0.05% of 20,000 active. inhibition, % at 10 µM; in the data active means inhibition above about 40%;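 further: bacteria exposed to compound for 20 hours at 37 °C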
#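 Material: bacterial strain in a whole-cell growth screen; Amount: inoculum from a 1:1000 dilution of a 1.5 h subculture; Buffer or medium: LB plus kanamycin 50 µg/mL; Dosing: one dose, 10 µM final; Times: compound exposure of 20 h at 37 °C; Measured by: absorbance at 615 nm as a measure of bacterial growth.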
# * marks the source's active call; other numbers are inactive results.
canonical_smiles	E coli WT inh
O=S(=O)(Nc1ccc(F)cc1)N1CCCCCC1	-18
O=C(O)CC1=C(O)C(=O)N(c2ccccc2)C1c1ccccc1 (centres undefined)	6
COc1cccc(C2C(C(=O)c3cc4ccccc4o3)=C(O)C(=O)N2c2cc(C)on2)c1OC (centres undefined)	-19
CCOC(=O)c1cccc(NC(=O)Cn2cnc3c2c(=O)n(C)c(=O)n3C)c1	1
c1cncc(-c2nnc(-c3ccco3)o2)c1	-4
CC(=O)N(C)c1ccc(NC(=O)c2ccccc2C(=O)O)cc1	4
O=C(Nc1nc2ccc(S(=O)(=O)N3CCCC3)cc2s1)C1CCCCC1	-16
COC(=O)c1ccc(OC(=O)C2CC(=O)N(c3ccc(C)cc3C)C2)cc1 (centres undefined)	6
COC(=O)c1ccccc1NC(=O)CSc1nnnn1C1CCCCC1	-9
Cc1ccc(N(CC(O)CN2CCCC2)S(=O)(=O)c2ccc(C)cc2)cc1 (centres undefined)	0
COc1cccc(-c2csc(N3CCN(CC(=O)Nc4ccc5c(c4)OCO5)CC3)n2)c1	-2
Cc1cnnc2c1-c1nonc1CC2	4
Cc1cc(C)c(S(=O)(=O)N(CC(=O)O)C2CCCCC2)c(C)c1	0
C=CCn1c(SCC(=O)c2cccs2)nc2sc(C)cc2c1=O	-7
Cc1cccc(N2C(=O)CC(N3CCN(c4cccc(C(F)(F)F)c4)CC3)C2=O)c1 (centres undefined)	2
O=C(c1ccccc1NS(=O)(=O)c1ccc(Br)s1)N1CCOCC1	-9
O=c1[nH]c2ccc(S(=O)(=O)N3CCN(C4CCCCC4)CC3)cc2[nH]c1=O	-2
CCC(=O)N(Cc1cc(=O)[nH]c2ccccc12)C1CCCCC1	-18
CCS(=O)(=O)c1nc2ccccc2n1CC(=O)N1CCCCC1	-8
CCc1ccc(NS(=O)(=O)c2ccc3[nH]cc(C(=O)N4CCCCC4)c(=O)c3c2)cc1	-1
O=C(CSc1nnc(Cc2cccs2)n1Cc1ccco1)Nc1cccc(Cl)c1	3
CC(=O)c1ccc(OCC(O)CN2CC(C)OC(C)C2)cc1 (centres undefined)	-3
O=C1CC(N2CCC(O)(c3ccc(Cl)cc3)CC2)C(=O)N1 (centres undefined)	2
CCc1nnc(NC(=O)C2CC(=O)N(Cc3ccco3)C2)s1 (centres undefined)	-2
c1ccc(Cc2nnc3sc(-c4cccs4)nn23)cc1	-13

# A draw from above in order of length of the SMILES, lowest first:
canonical_smiles	E coli WT inh
COC(=O)c1ccccc1NC(=O)CSc1nnnn1C1CCCCC1	-9
O=C(Nc1nc2ccc(S(=O)(=O)N3CCCC3)cc2s1)C1CCCCC1	-16
CCOC(=O)c1cccc(NC(=O)Cn2cnc3c2c(=O)n(C)c(=O)n3C)c1	1

# (listing goes on)
canonical_smiles	E coli WT inh
c1ccc(-c2nnc(-c3ccco3)n2-c2ccccc2)cc1	8
COc1ccc(OCC(O)CNc2ccc(Br)cc2)cc1 (centres undefined)	10
COC(=O)c1sc(N)c(C(=O)OC)c1CSc1nc2sc3c(c2c(=O)n1C)CCC3	2
Cc1ccc(C(=O)N2CCOCC2)cc1Cl	-18
CS(=O)(=O)c1nncn1-c1ccccc1	6
CCN1CCN(c2ncnc3c2cnn3-c2ccc(C)cc2C)CC1	7
Cc1nnc(Nc2ccc3c(c2)ncn3C)c2ccccc12	-25
O=C(O)CCCC(=O)NCCc1ccncc1	7
COc1ccc(N2CCN(C(=O)c3ccc(C)c(Cl)c3)CC2)cc1	-21
Cc1cc(C)n2nc(SCc3nc4ccccc4[nH]3)nc2n1	10
COc1ccc(S(=O)(=O)N(C)CC(=O)N2CCOCC2)cc1Cl	-14
CCOc1ccccc1-n1c(SCC(=O)NCc2ccco2)nnc1-c1ccncc1	10
COc1cc(OC)c(C(=O)NC2CC(C)(C)NC(C)(C)C2)cc1OC	-18
CCOC(=O)c1cc2c(=O)n3ccccc3nc2n(Cc2ccccc2)c1=N	8
Cc1csc2ncc(C(=O)N3CCc4ccccc43)c(=O)n12	9
CCn1c2ccccc2c2cc(NC(=O)Cc3ccc(S(=O)(=O)N4CCOCC4)s3)ccc21	-3
COc1ccccc1NC(=O)Nc1ccc2c(c1)OCCO2	-16
O=C(Nc1ccc(N2CCN(C(=O)c3ccccc3)CC2)cc1)c1cc2ccccc2o1	-12
O=C(CSc1nc(-c2ccc(F)cc2)cs1)N1CCOCC1	-1
NC(=O)c1cc(-c2ccccc2)nc(Oc2ccccc2)n1	-2
CCNc1nc(N)nc(Oc2ccc(OCC)nn2)n1	-21
O=C(CCS(=O)(=O)c1cc(Br)cc2c1N(C(=O)C1CC1)CC2)NCC1CCCO1 (centres undefined)	-2
O=C(c1ccc(CNS(=O)(=O)c2cccc(C(F)(F)F)c2)cc1)N1CCOCC1	-4
CCn1c(SCC(=O)NC(C)(C)C)nc(O)cc1=O	-19
COc1cccc(OC)c1C(=O)Nc1cc(Cl)ccc1N1CCOCC1	2

# (cont.)
canonical_smiles	E coli WT inh
CCN(CC)C(=O)Cn1c(=O)n(Cc2ccccc2Cl)c2c1c(=O)n(C)c(=O)n2C	2
Cc1cc(Nc2ccccc2)n(-c2ccccc2)n1	3
NC(=O)c1ccccc1NC(=O)CCCN1C(=O)CCC1=O	-1
COc1ccccc1C(=O)N1CCCN(C(=O)c2ccccc2OC)CC1	-5
CCCCn1c(CN2CCN(c3cccc(Cl)c3)CC2)nc2c1c(=O)n(C)c(=O)n2C	-3
COc1ccc(OC)c(S(=O)(=O)N2Cc3ccccc3CC2C(=O)O)c1 (centres undefined)	-10
CC1=C(C(=O)OC(C)C)C(c2ccccc2Cl)CC(=O)N1 (centres undefined)	-23
NC(=O)c1nsnc1-c1ccccc1O	12
O=C(CS(=O)(=O)Cc1ccccc1)Nc1nc2c(s1)CCCC2	-1
O=C1c2ccccc2C(=O)N1Cc1nc(-c2ccncc2)no1	-12
O=C1CCCCCC1C1(O)C(=O)Nc2ccccc21 (centres undefined)	0
CCOc1ccc(NC(=O)C(C)Sc2nnc(C)n2C)cc1 (centres undefined)	11
CCSCCNC(=O)c1cc(-n2cnnc2)ccc1Cl	-7
Cc1ccc(Cn2c(SCC(N)=O)nc3c2c(=O)n(C)c(=O)n3C)cc1	-3
COc1ccc(C(=O)c2ccc(N3CCN(C4CC(=O)NC4=O)CC3)cc2)cc1F (centres undefined)	-9
Cc1ccc2nc(-c3ccccn3)cc(C(=O)NC3CCN(C)CC3)c2c1	-14
CCn1cc(SCC(=O)NCC2CCCO2)c2ccccc21 (centres undefined)	7
Cc1nc(SCc2ccccc2)c(C(F)(F)F)c(=O)[nH]1	-22
CCN(CC)CCOc1cccc(C(C)C)c1	8
COc1cccc(N2CC(C(=O)Nc3ccc(C(=O)OC(C)C)cc3)CC2=O)c1 (centres undefined)	-11
CCOC(=O)c1cccc(NC(=O)CSc2nnc(-c3ccoc3C)n2CCOC)c1	-6
Cc1ccc(N(C(C)C(=O)Nc2ccc(S(=O)(=O)N3CCOCC3)cc2)S(C)(=O)=O)cc1 (centres undefined)	-9
CS(=O)(=O)N1CCN(c2ncccn2)CC1	-20
CC1CCN(S(=O)(=O)c2ccc(NC(=O)CSc3nnnn3C)cc2)CC1	4
Nc1nc(CSc2ccccn2)nc(Nc2ccccc2)n1	-13

# (listing goes on)
canonical_smiles	E coli WT inh
Cn1c(CCc2ccccc2)nnc1SCC(=O)N1CCCC1	-1
Cc1nnc(NC(=O)CCC(=O)N2CCC(C)CC2)s1	-2
COc1ccc(NC(=O)Nc2ccc(N(C)C)cc2)cc1	-9
COCCOC(=O)C1=C(C)Nc2ncnn2C1c1ccc(F)cc1 (centres undefined)	18
CCN(CC)CCN1C(=O)C(=O)/C(=C(/O)c2ccncc2)C1c1ccccc1 (centres undefined)	-9
Cc1ccc(N(CC(=O)NCC2CCCO2)S(C)(=O)=O)cc1Cl (centres undefined)	3
Cc1csc(NC(=O)CSc2nncn2C)n1	-21
COc1ccc(-c2nc3c(c(=O)n(C)c(=O)n3C)n2CC2CC(c3ccccc3)=NO2)cc1OC (centres undefined)	13
COc1ccc(C(=O)N2CCN(Cc3ccccc3C)CC2)cc1OC	-16
CCOc1cc(CNn2cnnc2)ccc1OCC(=O)NC1CCCCC1	-13
CCN(CC)CCN1C(=O)C(=O)/C(=C(/O)c2cnn(-c3ccccc3)c2C)C1c1cccnc1 (centres undefined)	-19
COc1ccc(N2CCN(C(c3cccs3)C(C)NC(=O)c3ccco3)CC2)cc1 (centres undefined)	10
O=C(C1CCC1)N1CCc2cc(S(=O)(=O)N3CCc4ccccc4C3)ccc21	8
Cc1cccc(OCc2nnc(SCC(=O)N3CCCC3)n2C)c1	-21
N#Cc1c[nH]n2c(=O)cc(Cc3ccccc3)nc12	-19
CCc1nnc(NC(=O)CSc2ncc(-c3ccccc3)n2CC)s1	-19
Clc1ccc(C2=Nn3c(nnc3-c3n[nH]c4c3CCC4)SC2)cc1	-14
Cc1ccccc1OC(C)C(=O)NC1CCCC1 (centres undefined)	-29
COc1ccccc1CN(Cc1nc2ccccc2c(=O)[nH]1)C(=O)Nc1ccccc1	-6
CCCCC(CC)Cn1c2nc3ccccc3nc2c2c(=N)oc(C)nc21 (centres undefined)	15
CCCCCC(=O)N(O)C1CC(=O)N(c2ccccc2)C1=O (centres undefined)	-14
COc1cc(NC(=O)CCN2CCN(c3ccccc3F)CC2)cc(OC)c1	-16
Cn1c(=O)n(C)c2cc(C(N)=O)ccc21	-14
NC(=O)c1cnn2c(C(F)(F)F)cc(-c3ccccc3)nc12	-15
CCOC(=O)c1cc(NC(=O)c2cccnc2)cc(C(=O)OCC)c1	-8

# Next section:
canonical_smiles	E coli WT inh
O=C(c1cn(-c2ccccc2)nc1-c1cccs1)N1CCN(c2ccccn2)CC1	1
Cc1ccc(-c2nc(-c3cccnc3)no2)cc1	7
O=C(CCCCCN1C(=O)CCC1=O)Nc1ccc2c(c1)OCCO2	-12
COC(=O)c1ccccc1NS(=O)(=O)c1ccc(F)cc1	-6
COc1cccc(NC(=O)CC2SC(=Nc3ccccc3)NC2=O)c1 (centres undefined)	-3
CCCOc1ccc2ccccc2c1/C=N/n1cnnc1	0
CCSc1cc(C2C(C(=O)OC)=C(C)NC3=C2C(=O)CCC3)c(C)o1 (centres undefined)	-9
O=C(O)c1ccc(-n2c(-c3ccccc3)n[nH]c2=S)cc1	-18
Cc1ccc(S(=O)(=O)NC(=O)COc2ccccc2C(N)=O)cc1	-7
Cc1cc(NC(=O)COC(=O)c2cccc(S(=O)(=O)N3CCOCC3)c2)no1	-3
CC1(C)CC(=O)C2=C(C1)OC(=O)C2(NC(=O)c1cccs1)C(F)(F)F (centres undefined)	-2
Cc1ccc2cccc(S(=O)(=O)Nc3ccc4c(c3)OCO4)c2n1	-1
O=C(O)c1cccc(NS(=O)(=O)c2ccc3nnn(O)c3c2)c1	-3
Cn1c(=O)c2c(nc(SCC(=O)NCc3ccco3)n2C)n(C)c1=O	3
CCCCc1ccc(NC(=O)N[C@H](C(=O)O)C(C)C)cc1	-6
COc1ccc(C(=O)NC(=O)N2CCCCC2)cc1	-16
Cc1nc2ccccn2c1C(=O)NCCCN1CCOCC1	20
CSc1n[nH]c(NCc2ccccc2)n1	-5
CCc1nnc2sc(-c3ccc(NC(=O)CSc4ccc(Cl)cc4)cc3)nn12	-22
Cn1c(=O)c(NC(=O)c2ccccc2)c2n(c1=S)CCCCC2	-2
O=C(O)c1cccc(COCC(F)(F)C(F)F)c1	-8
COC(=O)c1ccsc1NC(=O)CSc1nnnn1-c1ccccc1SC	-20
O=C(CSc1nnnn1C1CCCC1)N1CCN(C(=O)c2ccco2)CC1	3
Cc1cc(C)c(C(=O)Nc2ccc(S(=O)(=O)Nc3onc(C)c3C)cc2)c(C)c1	-2
Cc1cccc(-n2ncc3c(NCc4cccnc4)ncnc32)c1	-2

# Remaining list, next part.
canonical_smiles	E coli WT inh
CCc1nnc(NC(=O)CN2C(=O)c3ccccc3S2(=O)=O)s1	-18
O=C1CC(Sc2nnc(-c3ccccc3)o2)C(=O)N1c1ccccc1 (centres undefined)	3
COc1cccc(-c2nnc3sc(-c4ccc(C)cc4)nn23)c1	9
O=C(COC(=O)c1cc(S(=O)(=O)N2CCOCC2)cs1)c1ccccc1	2
Cc1nn(Cc2ccccc2)c(C)c1NC(=O)CCC(=O)O	9
Cc1cccc2cc(CN(Cc3nnnn3Cc3ccccc3)C3CCCC3)c(=O)[nH]c12	8
C=CCSc1nc2c(cc1C#N)CCC2	-22
COc1ccccc1NC(=O)CNC(=O)c1ccccc1	-11
CCSc1nnc(-c2ccc(OC)cc2)o1	5
COc1ccc(CN(CC(=O)NCc2ccco2)C(=O)CCC(=O)Nc2nccs2)cc1	-7
CCOc1ccc(OCC)c2sc(C)nc12	-8
O=C1OCc2cc(NS(=O)(=O)c3cccs3)ccc21	-20
CC(=O)NCC(=O)OC(C)C(=O)Nc1ccc(C(C)=O)cc1 (centres undefined)	17
CCOc1cccc(NC(=O)C2CC(=O)N(C)C2)c1 (centres undefined)	1
O=C(NCc1ccc2c(c1)OCO2)c1ccccn1	5
Cc1cc(=O)oc2c1c(C)nn2-c1nn[nH]n1	-19

# Shown as labelled records: entries from further up.
SMILES: Cc1cc(C)c(C(=O)Nc2ccc(S(=O)(=O)Nc3onc(C)c3C)cc2)c(C)c1
  E coli WT inh: -2

SMILES: Cc1cccc(-n2ncc3c(NCc4cccnc4)ncnc32)c1
  E coli WT inh: -2

SMILES: CCc1nnc(NC(=O)CN2C(=O)c3ccccc3S2(=O)=O)s1
  E coli WT inh: -18

SMILES: O=C1CC(Sc2nnc(-c3ccccc3)o2)C(=O)N1c1ccccc1 (centres undefined)
  E coli WT inh: 3

# This is a subset (hit frequency here may not be typical).
